STAT3 activator = increases IL-6 driven STAT3 reporter signal; hit rate 0.91% among 190,000; U3A cells, IL-6 STAT3-luciferase reporter, luminescence; 100% = signal with IL-6 EC80 alone; activation (% of control), % at 5.6 µM;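 active means activation above the screen-wide mean of compound activation plus 3 SD, cut at about 130% in these data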;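 further: 0% = background luminescence of wells with medium and substrate only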
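System – human U3A cells carrying STAT3-luciferase construct · Probe or stimulus – Interleukin-6, 33 ng/mL · Schedule – compound 1 h, then IL-6 6 h at 37 °C · Signal – luminescence from STAT3-driven luciferase reporter · Evaluation – percent of IL-6-only median luminescence · Benchmarks – IL-6-only high control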
FLuc act counter = firefly luciferase counter-screen for stimulation assays | P08659 | ATPlite luciferase biochemical, luminescence, 10 min; 0 = ATP-free wells, 1 = DMSO control | activation factor at 10 µM | 200,000 tested, under 10 active | AID 1027;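 active means luciferase activation factor, scaled between plate controls, of at least 2 with compound at 10 µM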
Target sequence (P08659 whole entry, looked up): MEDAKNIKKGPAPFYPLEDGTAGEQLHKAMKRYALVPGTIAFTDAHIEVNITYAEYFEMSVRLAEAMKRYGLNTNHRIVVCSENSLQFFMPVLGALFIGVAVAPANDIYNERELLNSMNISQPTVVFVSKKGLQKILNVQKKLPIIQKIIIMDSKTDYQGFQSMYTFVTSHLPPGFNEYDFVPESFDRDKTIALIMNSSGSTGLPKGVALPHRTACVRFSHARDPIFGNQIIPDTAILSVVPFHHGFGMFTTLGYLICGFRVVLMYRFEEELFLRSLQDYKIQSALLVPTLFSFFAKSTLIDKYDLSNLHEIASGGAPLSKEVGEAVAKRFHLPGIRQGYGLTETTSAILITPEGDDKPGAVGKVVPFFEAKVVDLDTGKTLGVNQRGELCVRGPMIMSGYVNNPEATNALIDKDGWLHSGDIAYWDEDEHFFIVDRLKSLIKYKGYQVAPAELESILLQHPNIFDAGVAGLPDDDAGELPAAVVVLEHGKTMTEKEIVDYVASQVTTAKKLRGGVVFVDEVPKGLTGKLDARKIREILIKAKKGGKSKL
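Assay system – cell-free luciferase reagent · Medium – PBS-based ATP solution · Dosing – test compounds dosed from 2 mM stocks in 100% DMSO · Timing – 10 min, room temperature · Technique – light output (luminescence) · Measure – luminescence gain marking luciferase activators · Controls – No-ATP low control, compound-free enzyme-plus-ATP high control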
ROMK primary = modulates human ROMK potassium channel activity; P48048; hit rate 2% among 130,000; AID 1918; B-score at 10 µM; Tet-inducible ROMK, thallium flux fluorescence; actives lie on both sides;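 active means signal ratio slope over the read window, or its plate-corrected B-score, at least 3 SD from the plate mean, either direction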;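 further: B-score of the F/F0 ratio slope over 7 to 12 s after thallium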
Target sequence (P48048 whole entry, looked up): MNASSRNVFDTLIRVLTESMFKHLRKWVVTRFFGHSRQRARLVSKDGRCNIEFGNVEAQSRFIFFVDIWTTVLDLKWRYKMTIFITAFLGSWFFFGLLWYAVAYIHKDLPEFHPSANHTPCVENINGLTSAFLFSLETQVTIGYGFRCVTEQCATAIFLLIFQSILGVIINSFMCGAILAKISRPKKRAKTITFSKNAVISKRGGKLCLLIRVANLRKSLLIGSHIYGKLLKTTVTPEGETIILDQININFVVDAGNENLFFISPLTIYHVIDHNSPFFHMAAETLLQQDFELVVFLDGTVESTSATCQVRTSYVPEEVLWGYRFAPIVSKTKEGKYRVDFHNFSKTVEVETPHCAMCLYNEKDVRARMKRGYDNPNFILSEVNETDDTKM
APP 5'UTR act = activates APP 5'UTR luciferase reporter; SH-SY5Y APP 5'UTR luciferase reporter, luminescence; zero percent = DMSO vehicle wells; activation, % at 2 µM; hit rate 1% among 190,000; AID 1276;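 active means activation above a set limit, based on mean plus 3 SD of controls, cut at about 140% in these data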; further: values of inactives mirror those of a sister screen read the other way
STAT1 blocker = reduces IFN-gamma driven STAT1 reporter signal. NIH 3T3 STAT1-luciferase reporter, luminescence. hit rate 0.35% among 200,000. inhibition, % at 5.5 µM;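 active means inhibition above a set limit, the mean inhibition across all tested compounds plus 3 SD, cut at about 34% in these data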;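 further: 0% = IFN-gamma with DMSO and 100% = IFN-gamma with 300 µM nifuroxazide; values of inactives mirror those of a sister screen read the other way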
NF-kB neuron act = raises NF-kB expression in human neuronal cells; NF-kB reporter expression; stronger effect = higher value; fold change at 12.5 µM; hit rate 1.6% among 190,000; in the data active means fold change above about 3.3
APP 5UTR inh = APP translation inhibition | inhibition, % at 2 µM | hit rate 0.82% among 190,000 | SH-SY5Y APP 5'UTR-luciferase reporter, luminescence;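 active means inhibition above a set limit, derived from the sample mean plus 3 SD, cut at about 45% in these data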; further: values of inactives mirror those of a sister screen read the other way
STAT1 act = STAT1 signaling activation. AID 932. hit rate 2.6% among 200,000. NIH 3T3 STAT1-luciferase reporter, IFN-gamma, luminescence; 100% = IFN-gamma alone, no compound. activation (% of control), % at 5.5 µM;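 active means activation above the screen-wide mean activation plus 3 SD, cut at about 130% in these data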;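 further: raw ratio to IFN-gamma control signal so 100% means no change and 0% no light; values of inactives mirror those of a sister screen read the other way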
FLuc inh counter = Photinus pyralis luciferase inhibition counter-screen; P08659; ATPLite firefly luciferase biochemical luminescence, 10 min; inhibition, % at 10 µM; hit rate 1.5% among 200,000;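 active means inhibition above about 50% when tested at 10 µM, limit read from the data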
STAT3 inh = reduces IL-6 driven STAT3 reporter signal; AID 862; inhibition, % at 5.5 µM; U3A cells, IL-6 STAT3-luciferase reporter, luminescence; host cell line lacks STAT1; hit rate 0.89% among 190,000;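 active means inhibition above the mean inhibition across all screened compounds plus 3 SD, cut at about 44% in these data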;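 further: 0% = DMSO only wells and 100% = 100 µM nifuroxazide control wells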
Starred values were filed as active, the others as inactive; x = no result given.

Start of the listing, in advance (4 entries):
Compound	STAT3 activator	FLuc act counter	ROMK primary	APP 5'UTR act	STAT1 blocker	NF-kB neuron act	APP 5UTR inh	STAT1 act	FLuc inh counter	STAT3 inh
O=C(CCc1ccc(S(=O)(=O)NCCc2ccccc2)cc1)NCc1ccco1	102	1	-1.4	8	3	0.91	-8	97	-2	2
O=C(CCSCCc1ccccn1)Nc1ccc(Cc2ccncc2)cc1	114	1	-0.93	8	-3	1.1	-8	102	-2	-16
Fc1cccc(Cn2cc(C(=S)N3CCOCC3)c3ccccc32)c1	94	1	-0.43	5	5	x	-5	96	-3	13
CCC(OC(=O)c1cccs1)C(=O)NC1CCCCC1 (configuration not stated)	101	1	x	10	5	1.2	-10	96	-4	7

The whole of this part, from the start:
Compound	STAT3 activator	FLuc act counter	ROMK primary	APP 5'UTR act	STAT1 blocker	NF-kB neuron act	APP 5UTR inh	STAT1 act	FLuc inh counter	STAT3 inh
O=C(CCc1ccc(S(=O)(=O)NCCc2ccccc2)cc1)NCc1ccco1	102	1	-1.4	8	3	0.91	-8	97	-2	2
O=C(CCSCCc1ccccn1)Nc1ccc(Cc2ccncc2)cc1	114	1	-0.93	8	-3	1.1	-8	102	-2	-16
Fc1cccc(Cn2cc(C(=S)N3CCOCC3)c3ccccc32)c1	94	1	-0.43	5	5	x	-5	96	-3	13
CCC(OC(=O)c1cccs1)C(=O)NC1CCCCC1 (configuration not stated)	101	1	x	10	5	1.2	-10	96	-4	7
CC(/C=N/n1cnnc1)=C\c1ccco1	105	1.1	x	-14	-9	1.1	14	110	-9	-2
NCCCC[C@H]1CNC(=S)N1CCc1cc(C(F)(F)F)cc(C(F)(F)F)c1	x	1	x	-2	5	0.9	2	96	-3	x
O=C(N[C@@H](Cc1ccc(O)cc1)C(=O)O)C(c1ccccc1)c1ccccc1	x	1	x	10	-1	1	-10	102	-1	x
CCCN(CCC)CC(=O)Nc1cccc2c1OCO2	97	1.1	-1	-4	5	1.1	4	95	-7	8
Cc1cc(C(F)(F)F)n2nc(-c3cnn(C)c3C(F)(F)F)cc2n1	88	1.1	x	-14	-2	1.2	14	102	-6	25
CCCCC[C@H](O)/C=C/C1=C(CCCCCCC(=O)O)C(=O)CC1	103	1.1	x	7	-2	1.3	-8	102	-10	-1
O=C(CCS(=O)(=O)c1ccc(Br)s1)NCc1ccccc1	97	1.1	-0.11	13	3	1.1	-13	98	-8	10
CCCCC(O)(CCN1CCOCC1)c1ccc(Cl)cc1 (configuration not stated)	101	1	-0.42	-8	-7	1.1	8	107	-4	6
CCOC(=O)c1c(NC(=O)C2CCCO2)sc(C(N)=O)c1C (configuration not stated)	96	1	-0.94	10	-6	0.5	-10	105	-5	2
CSc1nsc(SCC(=O)Nc2ccc(Br)cn2)n1	113	1	x	58	5	1.7	-58	96	-4	-9
COc1ccc(CCn2c(-c3cc([N+](=O)[O-])cc([N+](=O)[O-])c3)nc3nc4ccccc4nc32)cc1	90	1	0.42	-9	14	0.95	9	88	2	10
CCCc1cc(=O)[nH]c(SCc2cc(=O)oc3c(C)c(C)ccc23)n1	104	1	0.18	8	-6	0.92	-8	105	-3	-7
CNC(=O)c1[nH]cnc1C(=O)Nc1ccc(C)cc1	118	1	x	25	-3	1.2	-25	100	0	-19
CCOC(=O)c1cnc(SCC(=O)Nc2cc(OC)cc(OC)c2)nc1N	75	1.1	x	9	15	1	-9	86	-8	34
Clc1cccc(Oc2ncccn2)c1	103	1.1	0.26	-15	1	1	15	100	-8	-3
O=c1[nH]c(CO)nc2c1oc1ccccc12	98	1.1	-0.1	-9	10	1.1	9	91	-8	8
Cc1c(C#N)c(O)n(C)c(=O)c1N=Nc1ccc(S(N)(=O)=O)cc1	111	1	0.77	-1	-46	1.1	1	141*	-1	1
c1ccc(SCc2nc(-c3ccccn3)no2)cc1	94	0.9	x	80	-29	2.1	-80	126	11	12
C=CCN(CC=C)C(=O)Nc1ccc2nc(C)sc2c1	76	0.9	1.3	1	-6	1.7	-1	105	7	32
Cc1ccc(-n2c(C)cc(/C=C(\C#N)C(=O)NCC3CCCO3)c2C)cc1 (configuration not stated)	95	0.3	x	132	-44	3.3	-132	140*	72*	16
COc1ccccc1Nc1nc2ccccc2n1C	89	0.7	x	86	-29	2.7	-86	127	26	21

Next section.
Compound	STAT3 activator	FLuc act counter	ROMK primary	APP 5'UTR act	STAT1 blocker	NF-kB neuron act	APP 5UTR inh	STAT1 act	FLuc inh counter	STAT3 inh
O=c1c(-c2nnc(SCc3ccc(Cl)cc3)o2)cccn1Cc1ccccc1	92	1.1	x	10	-1	0.94	-10	101	-6	19
CCOC(=O)c1nnn(CC(=O)Nc2ccccc2OC)c1C(=O)OCC	98	1	1.3	-7	6	1.1	7	89	-4	3
CC(C)OC(=O)/C(C#N)=C/c1c[nH]c2ccccc12	100	1	-0.012	0	1	1.3	0	99	-4	0
Brc1ccc(-c2nc(-c3ccccn3)no2)o1	41	0.3	x	92	36*	2.7	-92	67	74*	75*
Cc1ccc(-n2c(SCC(=O)NCc3ccco3)nnc2-c2cccnc2)cc1	97	1	0.13	0	2	0.75	0	95	-1	7
Cc1cc(=O)[nH]c(SCc2cccc(Br)c2)n1	101	1	-0.39	15	2	1.1	-15	101	-2	1
CC(=O)C1C(c2ccc(F)c(F)c2)NC(=O)NC1(O)C(F)(F)F (configuration not stated)	108	1.1	x	17	2	1.4	-17	98	-10	-6
CCOC(=O)c1nc2nc(C)c(Cl)c(=O)n2[nH]1	97	1.1	-0.32	-12	-4	0.93	12	104	-6	6
CCN(CC)C(=O)CSc1nc2ncccc2[nH]1	103	1	0.0019	4	-1	1.1	-4	101	-2	-3
Cc1ccc(SCc2ccc(C(=O)Nc3cccc([N+](=O)[O-])c3)cc2)cc1	92	1	x	19	2	1	-19	98	-4	10
Cc1cccc(C)c1OCc1n[nH]c(=S)n1-c1ccccc1	92	1	-0.37	3	-6	0.91	-3	106	2	12
CCCn1nnnc1NC(=O)CSc1ccc(Cl)cc1	102	1.2	0.66	12	8	0.95	-12	92	-15	2
O=C1COCCOCCOCC(=O)NCCN1	102	1	x	-11	-5	1.5	11	103	-2	0
Cn1ccnc1Sc1ccc(C=O)cc1[N+](=O)[O-]	97	1.1	0.77	-8	-1	1.1	8	100	-7	8
O=C(C[n+]1ccc2ccccc2c1)Nc1cc(C(F)(F)F)ccc1Cl	96	1	-1.5	31	15	0.97	-31	86	-3	3
CC(=O)c1ccc(NCC2COc3ccccc3O2)c([N+](=O)[O-])c1 (configuration not stated)	124	1	-0.78	145*	-67	3.1	-145	159*	-2	-24
CC(C)c1cccc(C(C)C)c1NC(=O)COC(=O)c1ccc2c(c1)S(=O)(=O)c1ccccc1C2=O	103	1.1	-0.56	2	13	1.2	-2	88	-9	-3
COCc1ccc(C(=O)N2CCCC(C(=O)c3cc(F)ccc3F)C2)s1 (configuration not stated)	100	1.1	-0.39	-6	3	1.1	6	96	-6	4
COc1ccc(CCN2CN(S(=O)(=O)c3ccccc3)c3nc4ccccc4nc32)cc1	94	1.1	x	20	-6	0.46	-20	105	-8	6
CCCCNC(=O)C1CCN(S(=O)(=O)N2CCCCCC2)CC1	100	1.1	-0.48	-4	-3	1.1	4	102	-11	4
CCOC(=O)c1ccc(NC(=O)Cn2nnc(-c3ccccc3)n2)cc1	95	1	-0.0042	5	4	1.1	-5	97	0	9
CCOc1cc(CNc2ccccc2)cc(Br)c1OCc1ccccc1F	106	1	0.8	-25	8	0.9	25	93	-5	-1
CC(C)C(=O)N1CCN(c2cc(N3CCN(C)CC3)c(F)cc2[N+](=O)[O-])CC1	91	1	0.45	14	6	1.2	-14	93	-2	16
CN(C)/C=C(/C(=O)c1ccccc1)S(=O)(=O)c1ccc(Cl)cc1	112	1.1	-0.097	-5	1	0.74	5	99	-6	-3
COc1ccc(NC(=O)COC(=O)c2ccc(F)cc2F)cc1	102	1.1	0.034	13	4	1	-13	96	-5	2
COC(=O)C1C(=O)/C(=C(/C)N2CCCC2)C(=O)CC1(C)C (configuration not stated)	102	1	-0.77	-3	-4	1.1	3	104	-1	6
COc1ccc(S(=O)(=O)NC(CC(=O)NCCc2ccc(OC)c(OC)c2)c2ccco2)cc1 (configuration not stated)	97	1	x	0	-1	1	0	101	-4	8
O=C(NCCc1ccc(Cl)cc1)Nc1cccc(Cl)c1	88	1.1	x	-1	3	1.2	1	97	-7	24

Four of the compounds above, field by field.
> CCOC(=O)c1nc2nc(C)c(Cl)c(=O)n2[nH]1
- STAT3 activator = 97
- FLuc act counter = 1.1
- ROMK primary = -0.32
- APP 5'UTR act = -12
- STAT1 blocker = -4
- NF-kB neuron act = 0.93
- APP 5UTR inh = 12
- STAT1 act = 104
- FLuc inh counter = -6
- STAT3 inh = 6

> CCN(CC)C(=O)CSc1nc2ncccc2[nH]1
- STAT3 activator = 103
- FLuc act counter = 1
- ROMK primary = 0.0019
- APP 5'UTR act = 4
- STAT1 blocker = -1
- NF-kB neuron act = 1.1
- APP 5UTR inh = -4
- STAT1 act = 101
- FLuc inh counter = -2
- STAT3 inh = -3

> Cc1ccc(SCc2ccc(C(=O)Nc3cccc([N+](=O)[O-])c3)cc2)cc1
- STAT3 activator = 92
- FLuc act counter = 1
- ROMK primary = x
- APP 5'UTR act = 19
- STAT1 blocker = 2
- NF-kB neuron act = 1
- APP 5UTR inh = -19
- STAT1 act = 98
- FLuc inh counter = -4
- STAT3 inh = 10

> Cc1cccc(C)c1OCc1n[nH]c(=S)n1-c1ccccc1
- STAT3 activator = 92
- FLuc act counter = 1
- ROMK primary = -0.37
- APP 5'UTR act = 3
- STAT1 blocker = -6
- NF-kB neuron act = 0.91
- APP 5UTR inh = -3
- STAT1 act = 106
- FLuc inh counter = 2
- STAT3 inh = 12

Screening results from PubChem.
